# phage Ecoli inh: E. coli growth loss with phage present; hit rate 0.26% among 360,000; AID 651602; growth absorbance; inhibition, % at 11.9 µM; in the data active means inhibition above about 11%
# AddAB inh: less growth of phage-infected E. coli with AddAB. inhibition, % at 11.9 µM. E. coli expressing H. pylori AddAB, absorbance growth. hit rate 0.29% among 330,000. AID 435030; in the data active means inhibition above about 12%;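 further: 0% = vehicle wells of infected cells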
# Wnt act: activates Wnt/beta-catenin signaling in a reporter cell assay | activation, % at 9.35 µM | activator, plate reader | hit rate 1.2% among 300,000 | AID 743398; in the data active means activation above about 30%, passing the limit was not always enough; inconclusive means no clear call, values can overlap the other calls;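 further: 0% = neutral control wells and 100% = positive control wells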
# DAGLB inhibitor: blocks human DAGLB lipase activity; Q8NCG7; HEK293T DAGLB membrane lysate, EnzChek fluorogenic substrate; inhibition, % at 5.17 µM; hit rate 0.059% among 340,000; AID 504411; in the data active means inhibition above about 34%;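 further: 0% = enzyme with vehicle and 100% = wells lacking enzyme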
# Target sequence (Q8NCG7 whole entry, looked up): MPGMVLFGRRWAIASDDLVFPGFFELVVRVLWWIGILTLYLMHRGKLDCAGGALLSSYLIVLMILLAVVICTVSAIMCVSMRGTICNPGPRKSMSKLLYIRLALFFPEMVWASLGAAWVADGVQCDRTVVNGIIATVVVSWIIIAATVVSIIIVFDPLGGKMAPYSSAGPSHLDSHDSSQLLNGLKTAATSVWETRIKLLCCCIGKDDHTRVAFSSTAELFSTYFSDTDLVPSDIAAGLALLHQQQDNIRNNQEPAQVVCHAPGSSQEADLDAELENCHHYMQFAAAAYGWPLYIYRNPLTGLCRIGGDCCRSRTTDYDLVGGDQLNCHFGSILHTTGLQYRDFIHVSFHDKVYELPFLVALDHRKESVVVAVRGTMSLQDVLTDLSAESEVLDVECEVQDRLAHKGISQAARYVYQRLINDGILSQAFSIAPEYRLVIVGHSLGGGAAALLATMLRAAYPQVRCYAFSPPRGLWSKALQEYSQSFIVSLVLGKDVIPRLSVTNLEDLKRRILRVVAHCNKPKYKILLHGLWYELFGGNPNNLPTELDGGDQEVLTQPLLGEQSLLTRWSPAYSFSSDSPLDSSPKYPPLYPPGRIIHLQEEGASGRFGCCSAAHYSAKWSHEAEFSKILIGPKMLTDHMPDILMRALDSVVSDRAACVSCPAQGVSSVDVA
# PfHsp90 yeast 2: growth inhibition of yeast expressing Plasmodium Hsp90; S. cerevisiae expressing PfHsp90, BacTiter-Glo ATP, 48 h; yeast lacking PDR1 and PDR3 efflux regulators; inhibition, % at 9.4 µM; hit rate 0.32% among 310,000; AID 504621;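 active means every replicate shows inhibition above about 80%, whatever the replicate mean, limit read from the data; inconclusive means mean inhibition reaches the set limit but some replicate falls short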;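 further: 0% = DMSO neutral controls and 100% = 20 µM radicicol positive controls; yeast relying on Plasmodium falciparum Hsp90 in place of its own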
# CAL PDZ FP: inhibitors of human CAL PDZ peptide binding; Q9HD26; purified CAL PDZ, TMR-peptide fluorescence polarization, 1 h; inhibition, % at 20 µM; hit rate 0.02% among 330,000;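 active means highest replicate inhibition of at least 40%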;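 further: plate controls were DMSO neutral control wells for no effect and unlabeled competitor peptide control wells for full effect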
#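 Control set: unlabelled peptide and DMSO controls / Material: purified CerCALP PDZ construct / Timing: 1 h incubation at room temperature before polarization reading / Doses: 20 µM, one dose / Detection: fluorescence polarization (mP)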
# PvdQ inh: P. aeruginosa PvdQ acylase inhibition; purified PvdQ acylase, fluorescence plate reader; inhibition, % at 10 µM; hit rate 0.063% among 340,000; AID 488965; in the data active means inhibition above about 30%, passing the limit was not always enough; inconclusive means no clear call, values can overlap the other calls;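 further: 0% = vehicle neutral wells and 100% = reference inhibitor wells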
# Tat transport: blocks Tat-dependent protein export in E. coli; hit rate 0.036% among 340,000; inhibition, % at 10 µM; E. coli MC4100 TorA-mCherry Tat export, fluorescence;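 active means mean replicate inhibition at least 50% and at least half of replicates individually reaching 50%; inconclusive means only one of the two criteria met; inactive means neither criterion met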;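 further: exported cargo escapes ClpAP degradation while cytoplasmic cargo is degraded and loses fluorescence; 0% = median of neutral control wells and 100% = median of NaSCN control wells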
# Rtt109 HAT inh: inhibitors of Candida albicans Rtt109/Vps75 histone acetyltransferase. Q5AAJ8. purified Rtt109/Vps75, ThioGlo CoA-SH fluorescence, 4 h. inhibition, % at 34.9 µM. hit rate 0.16% among 330,000;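 active means inhibition of at least 50% in every replicate; inconclusive means best replicate reaches 50% inhibition but some replicates fall short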
# Target sequence (Q5AAJ8 whole entry, looked up): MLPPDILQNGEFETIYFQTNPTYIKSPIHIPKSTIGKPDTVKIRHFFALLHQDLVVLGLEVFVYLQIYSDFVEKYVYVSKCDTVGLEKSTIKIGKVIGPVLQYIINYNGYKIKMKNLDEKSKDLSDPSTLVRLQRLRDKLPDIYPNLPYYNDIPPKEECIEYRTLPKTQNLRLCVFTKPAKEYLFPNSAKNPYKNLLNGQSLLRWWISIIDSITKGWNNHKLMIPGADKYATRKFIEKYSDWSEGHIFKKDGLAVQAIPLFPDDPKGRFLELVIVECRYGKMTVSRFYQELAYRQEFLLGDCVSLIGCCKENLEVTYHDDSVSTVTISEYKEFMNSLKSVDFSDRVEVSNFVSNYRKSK
# E coli growth: reduces bacterial viability in AddAB counter-screen; E. coli V3065 growth, OD600 absorbance, 18 h; inhibition, % at 11.9 µM; hit rate 0.27% among 330,000; AID 449728;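 active means inhibition above the campaign's mean inhibition across all tested compounds plus 3 SD, cut at about 9.9% in these data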;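 further: uninfected addAB+ strain grown without phage in ampicillin broth; 0% = DMSO wells and 100% = ciprofloxacin 0.95 µg/ml wells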
# * = called active by the depositor; ? = inconclusive; / = no result given; & = joins results of further samples. Not a hit list. About 1.9% of those tested had a hit in this group.
SMILES,phage Ecoli inh,AddAB inh,Wnt act,DAGLB inhibitor,PfHsp90 yeast 2,CAL PDZ FP,PvdQ inh,Tat transport,Rtt109 HAT inh,E coli growth
Cc1ccc(CC(=O)Nc2ccc(F)c([N+](=O)[O-])c2)cc1C,4.1,-0.6,-2,-3,-15,-0.8,-12,4,-5,0.5
O=S(=O)(c1ccccc1Cl)N1CCCC(c2nc(-c3cccnc3)no2)C1 (stereo not given),3.4,1.4,/,-1,11,-2.1,2,0,29,-1.2
CCOc1ccccc1NC(=S)N1CCN(c2ccc(O)cc2)CC1,4.0,-3.8,2,1,3,-0.2,-15,-4,6,-3.0
CCOC(=O)N1CCN(C(=O)C2COc3ccccc3O2)CC1 (stereo not given),2.4,2.0,-2,-2,/,-0.1,-7,8,5,0.3
CCNC(=S)NNC(=O)c1ccoc1C,1.1,-1.9,-2,-3,7,0.5,2,6,-2,-2.8
Cc1nc2ccc(NS(=O)(=O)c3c(F)cc(F)cc3Br)cc2s1,1.8,2.8,3,1,/,-0.6,-5,1,3,-1.1
Cc1nn(Cc2ccccc2)c2sc(C(=O)NCc3cccnc3)cc12,0.3,-2.0,-2,0,/,-3.5,-11,-3,0,-0.7
CCOC(=O)N1CCN(C(=O)CSc2ccc(-c3cccnc3)nn2)CC1,2.7,0.2,1,/,/,/,/,/,/,0.4
C/C(=N\NS(=O)(=O)c1ccccc1)c1ccc2c(c1)OCO2,4.3,1.4,1,1,-16,-0.8,-8,3,1,0.4
COc1ccc(NC(=O)COC(=O)Cc2c[nH]c3ccccc23)cc1Cl,3.2,-0.5,-2,-1,-6,-0.4,-1,6,2,-0.5
CN1CCN(S(=O)(=O)c2ccc3c(c2)oc(=O)n3C)CC1,1.2,0.2,-1,0,-16,0.5,-3,12,-18,0.7
CNC(=O)C(=O)NCCN1CCN(S(=O)(=O)c2ccc3ccccc3c2)CC1,-0.8,/,-1,2,39,/,-11,?,-1,/
CCN(CC(=O)Nc1ccccc1C(F)(F)F)C(=O)CSCc1ccc(C)cc1,1.5,-1.2,0,-4,4,-2.7,-2,5,-3,-0.4
CCOc1ccc(NC(=O)NC2(C(=O)NCc3ccco3)CCCCC2)cc1,0.9,3.5,-2,1,5,-1.4,-5,-8,-15,0.2
COc1ccc(-c2c(C#N)c(N)nc3c2c(=O)n(C)c(=O)n3C)cc1Cl,1.6,1.2,/,-1,4,-2.6,10,6,-12,0.6
O=C(Nc1ccc(-c2csc(Nc3cccc(C(F)(F)F)c3)n2)cc1)c1cc([N+](=O)[O-])cc(C(F)(F)F)c1,1.6,0.8,-11,1,3,0.0,-9,-6,2,1.2
CC1CCCCC1NC(=O)CSc1nnc(COc2ccc(Cl)cc2)o1 (stereo not given),0.5,2.0,0,-3,-23,-0.9,-11,2,-12,-2.7
Cc1cc(C)nc(Nc2ccc(Br)cc2C(=O)O)n1,0.6,1.2,3,3,37,/,-8,6,1,-1.4
CNC(=O)C(=O)N/N=C/c1ccccn1,3.5,1.2,2,-1,8,-0.6,-13,-7,0,1.5
CCN(CC)S(=O)(=O)c1ccc2[nH]c(=O)cc(C(=O)NCc3ccccc3)c2c1,-1.6,2.5,-2,-1,-15,-0.8,-17,-4,-4,-0.6
COc1ccc2[nH]cc(/C=C/c3cc[n+](C)cc3)c2c1,2.2,-0.1,-2,-13,-41,-1.4,-7,-1,6,0.9
C=CCNC(=O)CSc1nnc(C(CC)N(C)C)n1C1CCCCC1 (stereo not given),-1.5,-0.1,-2,-1,-4,-3.1,-15,-13,-1,-0.8
Cc1cc(C)c(S(=O)(=O)NCc2cn3ccccc3n2)c(C)c1,-2.4,2.7,-3,2,15,0.6,6,0,0,-0.8
COc1ccc(/C=C\C(=O)NCC(=O)N/N=C/c2ccc(O)cc2O)cc1,-1.7,-2.6,-4,1,8,0.4,13,-7,9,-1.8
O=C(Nc1nc2ccccc2[nH]1)Nc1ccccc1F,-2.7,2.7,27,-1,22,-0.9,-7,6,3,0.6
Cc1cc(C)cc(-c2nnc(SCc3ccc(C(=O)O)cc3)o2)c1,2.0,4.4,-3,2,4,-7.5,11,0,0,3.0
NS(=O)(=O)c1ccc(CCNC(=O)CN2CCN(Cc3cccc(C(F)(F)F)c3)CC2)cc1,-0.3,0.3,-3,-1,-112,0.2,-12,4,-7,-1.8
CCOC(=O)C1CCCN(C(=O)c2ccc3c(=O)n(Cc4ccccc4OC)c(=S)[nH]c3c2)C1 (stereo not given),2.0,3.4,-3,-2,-3,-0.9,-11,-1,6,1.3
CC(CN1CCCCC1)OC(=O)COc1ccc(Cl)cc1 (stereo not given),1.9,0.1,0,-1,4,-0.7,-18,13,8,-1.3
Cc1cc(NC(=O)CCN2C(=O)C3C4CCC(C4)C3C2=O)cc(C)c1Br (stereo not given),2.7,-2.7,/,-2,0,-2.2,5,0,12,1.7
COc1ccc(/C=N/NC(=O)c2ccc3c(c2)OCO3)c(C(=O)O)c1OC,5.8,3.4,2,-2,2,0.6,1,5,0,0.8
COc1n[nH]c2nncnc12,2.6,0.5,/,-2,-33,-0.7,-15,-8,15,3.9
Cc1ccc(C(=O)NCCc2ccccc2)cc1S(=O)(=O)N1CCOCC1,5.8,1.8,27,-1,-6,0.1,-11,2,-1,-0.5
COc1ccc(OC)c(-n2c(N)c(C(=O)NCC3CCCO3)c3nc4ccccc4nc32)c1 (stereo not given),1.2,/,-3,0,-9,0.3,-10,4,-32,/
COC(=O)C1=C(C)NC(=O)CC1c1cc(Br)ccc1F (stereo not given),1.1,2.4,-1,2,26,/,-17,6,1,0.5
COc1ccccc1CNC(=O)CCNS(=O)(=O)c1ccc2c(c1)CC(C)N2C(C)=O (stereo not given),3.0,2.0,0,-1,-17,-1.4,-11,-7,-23,1.4

# Some of the entries above, reformatted:
# Under each structure – phage Ecoli inh | AddAB inh | Wnt act | DAGLB inhibitor | PfHsp90 yeast 2 | CAL PDZ FP | PvdQ inh | Tat transport | Rtt109 HAT inh | E coli growth
> Cc1cc(C)cc(-c2nnc(SCc3ccc(C(=O)O)cc3)o2)c1
→ 2.0 | 4.4 | -3 | 2 | 4 | -7.5 | 11 | 0 | 0 | 3.0
> NS(=O)(=O)c1ccc(CCNC(=O)CN2CCN(Cc3cccc(C(F)(F)F)c3)CC2)cc1
→ -0.3 | 0.3 | -3 | -1 | -112 | 0.2 | -12 | 4 | -7 | -1.8
> CCOC(=O)C1CCCN(C(=O)c2ccc3c(=O)n(Cc4ccccc4OC)c(=S)[nH]c3c2)C1 (stereo not given)
→ 2.0 | 3.4 | -3 | -2 | -3 | -0.9 | -11 | -1 | 6 | 1.3

# (more compounds)
SMILES,phage Ecoli inh,AddAB inh,Wnt act,DAGLB inhibitor,PfHsp90 yeast 2,CAL PDZ FP,PvdQ inh,Tat transport,Rtt109 HAT inh,E coli growth
CC(C)CN(C(=O)CN(C)C(=O)Cc1ccccc1Cl)c1c(N)n(CC(C)C)c(=O)[nH]c1=O,0.9,-0.6,4,3,-7,-2.1,-8,-17,1,-0.6
COc1ccc2nc(C)cc(C(=O)O)c2c1,2.8,4.5,/,4,-4,-1.0,0,-1,-2,1.9
c1ccc(C2[C@H]3CN(Cc4cccnc4)[C@H](c4ccccc4)C34CC2(c2cccnc2)C4)cc1 (stereo not given in full),2.4,1.7,6,-4,-8,-0.4,7,-3,7,-0.8
CC1CC(N(C(=O)C2CC2)c2ccccc2)c2ccccc2N1C(=O)C1CC1 (stereo not given),2.3,0.5,/,0,-57,-0.5,-4,-2,-6,-3.2
Cc1ccc(C(=O)Nc2nccc(C)n2)cc1,-0.3,1.8,3,1,-12,0.4,-16,-6,-14,-0.9
CCn1c(=O)c(C(=O)Nc2ccc(C)cc2C)c(O)c2ccccc21,/,1.5,/,-2,3,-0.6,-13,-5,9,1.6
CCOC(=O)N1CCN(C(=S)NC(=O)c2ccc(F)c(F)c2)CC1,-2.6,-4.6,-1,2,/,0.0,-15,2,-9,-3.3
COc1ccc(-c2cn(-c3ccccc3)c3[n+]2CCS3)cc1,3.4&-3.6,1.9&4.0,-1,-2&0,-14&1,0.0&-0.4,-17&-11,-5&-3,8&-8,0.7&-1.2
COc1cc(OC)cc(-n2nnnc2SCC(=O)NCc2ccc3c(c2)OCO3)c1,-0.4,0.7,-1,-1,-14,-1.7,10,-3,0,-1.6
Cc1ccccc1NC(=S)NCCO,3.8,-1.7,-5,-2,8,-2.2,-7,-2,-7,-1.6
CCn1c(SCC(=O)N2CCOCC2)nc2sc3c(c2c1=O)CCCC3,1.0,2.7,/,-2,3,-1.9,-12,-6,3,-0.2
Cc1ccc(S(=O)(=O)Nc2ccc(NC(=O)CN3CCCCC3)c(Cl)c2)cc1,2.1,2.6,-4,-7,0,-0.2,-14,0,12,1.6

# Exported with tabs: entries from further up
SMILES	phage Ecoli inh	AddAB inh	Wnt act	DAGLB inhibitor	PfHsp90 yeast 2	CAL PDZ FP	PvdQ inh	Tat transport	Rtt109 HAT inh	E coli growth
c1ccc(C2[C@H]3CN(Cc4cccnc4)[C@H](c4ccccc4)C34CC2(c2cccnc2)C4)cc1 (stereo not given in full)	2.4	1.7	6	-4	-8	-0.4	7	-3	7	-0.8
CC1CC(N(C(=O)C2CC2)c2ccccc2)c2ccccc2N1C(=O)C1CC1 (stereo not given)	2.3	0.5	/	0	-57	-0.5	-4	-2	-6	-3.2
Cc1ccc(C(=O)Nc2nccc(C)n2)cc1	-0.3	1.8	3	1	-12	0.4	-16	-6	-14	-0.9

# Later entries
SMILES,phage Ecoli inh,AddAB inh,Wnt act,DAGLB inhibitor,PfHsp90 yeast 2,CAL PDZ FP,PvdQ inh,Tat transport,Rtt109 HAT inh,E coli growth
NS(=O)(=O)c1ccc(CNC(=O)c2cc(-c3cccnc3)nc3ccc(Cl)cc23)cc1,2.2,1.5,0,3,3,0.3,-9,4,3,1.9
O=C(N/N=C/c1cn(-c2ccccc2)nc1-c1cccnc1)c1cccnc1,1.7,4.9,0,-10,-25,-0.2,-24,-6,-36,2.8
NC(=O)c1nsc(C(=O)N(CCCN2CCOCC2)C(C(=O)NC2CCCCC2)c2ccc(Cl)cc2)c1N (stereo not given),1.7,0.5,2,2,8,-2.6,-4,-7,-15,-2.5
CC(=O)c1cc(NC(=O)c2ccc(Cl)cc2)c(=O)oc1/C=C/N(C)C,2.6,1.1,-8,-10,22,0.7,-2,-5,-19,1.2
COc1ccc(C(CNC(=O)COc2ccccc2C)N2CCCCC2)cc1 (stereo not given),-0.2,4.5,-4,-3,5,-0.5,3,1,7,2.8
CCc1nnc(NC(=O)CCN2C(=O)CCC2=O)s1,0.2,0.9,/,-1,11,0.0,2,-1,22,-0.2
COc1ccc(-c2nc(CC(=O)Nc3cccc(S(=O)(=O)NC4=NCCC4)c3)cs2)cc1,1.8,1.4,-2,-3,4,-1.5,-14,-6,7,-0.8
CN(C)C1=NCCN1CCc1ccc(F)cc1,0.8,2.1,-5,2,/,2.2,-7,6,-9,-2.4
Cc1nc(SCc2ccc(OCCC(C)C)cc2)n[nH]1,4.2,4.0,16,-2,-24,-2.3,-7,-9,7,-0.7
CCOc1cc2[nH]c(=S)n(Cc3ccc(C)o3)c(=O)c2cc1OCC,1.8,0.2,-5,-1,0,0.4,4,-5,-2,-2.1
CC(C)CNC(=O)CC(=O)N/N=C/c1ccc(Br)cc1,-0.4,-0.4,/,3,2,-3.6,-10,-4,/,1.2
Cc1ccc(/C=N/NC(=O)Cc2ccc(Cl)cc2)s1,2.6,1.9,2,1,-32,-0.1,17,3,2,1.8

# Assay outcomes deposited in PubChem by several laboratories.
